# Screens as filed in PubChem.
# GAA glycogen mod: qHTS Assay for Inhibitors and Activators of Human alpha-Glucosidase Cleavage of Glycogen; Lysosomal alpha-glucosidase (Homo sapiens), P10253; recombinant GAA, glycogen substrate, Amplex Red glucose oxidase fluorescence; Potency, µM (series often up to 76.4 µM), for inactives: at the highest dose activity change, negative = inhibition, usual class: inhibitors; actives 0.38% (n = 300,000);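 note: 0% = full enzyme reaction and -100% = no-enzyme basal signal; the screen sought inhibitors and activators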
#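 Recombinant enzyme (4 nM final) with compounds titrated up to 77 uM and bovine liver glycogen (30 ug) in citrate pH 5.0, 0.01% Tween-20, 37 C 40 min. Released glucose detected by Amplex Red/glucose oxidase (Ex 573/Em 610); AC50 from Hill fits.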
# HTT cytoprotect: qHTS Multiplex Assay to Identify Dual Action Probes in a Cell Model of Huntington: Cytoprotection (ATP); PC12 HTT-Q103 induced, cytoprotection, ATP luminescence, 40 h; Potency, µM (highest dose often 56.4 µM), for inactives: cytoprotection (ATP increase), hits mostly activators; actives 0.14% (n = 230,000); AID 1471, 2008;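 note: % of control where 0% means no effect; nearly all actives have a fitted effect of over 45% in size; toxic huntingtin expression switched on by the ecdysone agonist tebufenozide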
#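 Compounds were screened for protection of PC12 cells against cell death after tebufenozide induction (100 nM final) of mutant Huntingtin exon 1 (Q103) fused to GFP.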
# GoLoco inh red: qHTS Assay for Inhibitors of RGS12 GoLoco Motif Activity (Red Fluorophore); Guanine nucleotide-binding protein G(i) subunit alpha-1 (Homo sapiens), P63096; Gai1:RGS12 GoLoco peptide FP, rhodamine, 10 min; Potency, µM (highest dose often 61.6 µM), inactives show at the highest dose activity, negative = inhibition, hits mostly inhibitors; actives 0.44% (n = 230,000); AID 880, 2007; active = well fitted inhibition curve with a large enough effect, not every such curve was filed as active; inactive = no such curve, though single readings can be large or run the other way; note: % is set by controls: 0 for no effect and ±100 for the full control effect; nearly all actives have a fitted effect of over 30% in size; many of its hits are not listed in these tables
# Target sequence (P63096 whole entry, looked up): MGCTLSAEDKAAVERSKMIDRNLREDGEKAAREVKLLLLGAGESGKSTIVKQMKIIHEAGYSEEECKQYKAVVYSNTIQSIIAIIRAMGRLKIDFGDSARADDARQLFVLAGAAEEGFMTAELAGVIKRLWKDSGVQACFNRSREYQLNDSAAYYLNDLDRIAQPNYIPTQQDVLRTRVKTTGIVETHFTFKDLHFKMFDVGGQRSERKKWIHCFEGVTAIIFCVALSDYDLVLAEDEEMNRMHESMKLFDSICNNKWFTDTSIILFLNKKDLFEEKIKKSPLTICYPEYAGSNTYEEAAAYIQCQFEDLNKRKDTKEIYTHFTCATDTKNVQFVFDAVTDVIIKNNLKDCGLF
# GAA spleen mod: qHTS Assay for Inhibitors and Activators of Human alpha-Glucosidase From Spleen Homogenate; Lysosomal alpha-glucosidase (Homo sapiens), P10253; human spleen homogenate, 4-MU-alpha-glucoside fluorescence; Potency, µM (titrated, usually from 79.9 µM), inactives show at the top dose activity change, negative = inhibition, hits mostly inhibitors; actives 0.006% (n = 240,000); AID 2112, 2009;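 note: 0% = enzyme with vehicle and -100% = no enzyme basal signal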
#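 Human spleen homogenate (1 ug) with 4-methylumbelliferyl-alpha-D-glucopyranoside (1 mM final) in 50 mM citrate/phosphate pH 5.0, 0.01% Tween-20; 40 min at 37 C. Stopped at pH 10; 4-MU fluorescence Ex 365/Em 440 nm; AC50 by Hill fit.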
# GAA inhib: qHTS Assay for Inhibitors of Human alpha-Glucosidase as a Potential Chaperone Treatment of Pompe Disease | purified human GAA, 4-MU-alpha-glucoside fluorescence | actives 0.005% (n = 200,000) | Potency, µM (doses to about 76.9 µM), without a hit: at the top dose activity change, negative = inhibition, most hits filed as inhibitors;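 note: plate controls were uninhibited enzyme wells for no effect and no-enzyme background for full effect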
#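 Activity normalized between no-enzyme (basal) and enzyme-only wells. Conditions: 4 nM human enzyme, 400 uM fluorogenic substrate, citrate/phosphate pH 5.0 with Tween-20, 20 min room temperature, compounds up to 77 uM.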
# IMPase Li inh: qHTS Assay for Identifying the Cell-Membrane Permeable IMPase Inhibitors: Potentiation with Lithium | Potency, µM (doses to about 59.4 µM), without a hit: top-dose activity, negative = IMPase inhibition, usual class: inhibitors | CHO-M1 cells, IP1 TR-FRET (IP-One), carbachol + lithium | actives 0.35% (n = 210,000) | AID 1457, 2008;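 note: IP1 builds up when IMPase is blocked and the TR-FRET signal falls; plate controls were basal vehicle for no effect and high inhibitor control for full effect; nearly all actives have a fitted effect of over 50% in size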
#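 Concentration–response in CHO-M1 cells, lithium-potentiated; 30 min at 37C. IP1 detected by competitive TR-FRET after 10 min lysis at RT. Hill-fitted AC50.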
# HttQ103 aggreg: qHTS Multiplex Assay to Identify Dual Action Probes in a Cell Model of Huntington: Aggregate Formation (GFP); PC12 HttQ103-GFP aggregates, Acumen cytometry, 40 h; Potency, µM (top dose mostly 46.1 µM), without a hit: at the highest dose activity change, negative = inhibition, actives largely listed as inhibitors; actives 1.1% (n = 220,000); AID 1688, 2009; note: % is set by controls: 0 for no effect and ±100 for the full control effect; nearly all actives have a fitted effect of over 60% in size
#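 Read-out: GFP aggregate count by laser scanning cytometer (488 nm excitation, 500-530 nm emission, 1–25 µm objects >6 SD above background). Cells: PC12, inducible HTTex1-Q103-GFP, 100 nM tebufenozide; compounds titrated.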
# Active calls of the source: *; u = inconclusive; x = not tested or not shown; [ ] = dose if it differs, or a comment. Unless noted, calls come from the whole dose curve; as a rule, active = well fitted curve in the direction sought with a large enough effect; inconclusive = small, poorly fitted or top-dose-only effect, or another doubt; inactive = no such curve, though single readings can be large; an effect the other way counts as inactive or inconclusive. Potency is the fitted concentration of half-maximal effect.
no. | compound | GAA glycogen mod | HTT cytoprotect | GoLoco inh red | GAA spleen mod
1 | Nc1nnc(-c2ccccc2[N+](=O)[O-])o1 | 2% | -23% | 10% | x
2 | CC1=CC(=O)C(C(C)=Nc2ccccc2Cl)C(=O)O1 (configuration not stated) | 5% | 8%[10 µM] | 2% | 3%
3 | CCc1c(C)c(C#N)c2nc3ccccc3n2c1NCc1ccccn1 | 11% | -7%[10 µM] | 18% | -3%
4 | CC(C)n1nnnc1SCC(=O)NNC(=O)C1CCCCC1 | 6% | -7% | 7% | -12%
5 | CC(=O)Nc1cccc(OC(=O)N2CCOCC2)c1 | -2% | -12% | -18% | 4%
6 | COc1ccc(N2CCN(C(=N)/C(C(C)=O)=C(\C)O)CC2)cc1 | -3% | -19% | -5% | 5%
7 | C=CCn1c(SCC(=O)Nc2c(C)nn(Cc3ccccc3)c2C)nnc1C(O)c1ccccc1 (configuration not stated) | 1% | -7%[0.074 µM] | -3% | -4%
8 | Cc1cccc(N=Cc2cc(Br)cc(Cl)c2O)c1 | 9% | -5% | 29% | -10%
9 | COc1ccc([N+](=O)[O-])cc1N(CC(=O)NC(C(C)C)C(C)C)S(C)(=O)=O | -12% | 6%[10 µM] | 11% | -8%
10 | c1ccc2sc(N3CCOCC3)nc2c1 | -8% | -5% | 4% | -2%
11 | CN(C)S(=O)(=O)c1cccc(NC(=S)N(CCC#N)Cc2cccnc2)c1 | -4% | -19% | 9% | 5%
12 | CCOC(=O)c1cc(=O)n2[nH]c(-c3ccc(C)cc3)cc2n1 | 1% | -15% | 4% | -5%

no. | GAA inhib | IMPase Li inh | HttQ103 aggreg
1 | -7% | 10% | -6%
2 | x | x | 7%[9.22 µM]
3 | u | 7% | -15%[9.22 µM]
4 | 4% | 3%[38.3 µM] | -2%
5 | -8% | 15%[38.3 µM] | -13%
6 | 2% | -7%[38.3 µM] | 17%
7 | -1% | 3%[38.3 µM] | -3%
8 | -6% | -29% | -10%
9 | 3% | 9% | 5%[9.22 µM]
10 | 0% | 3%[38.3 µM] | -3%
11 | 12% | 1% | -13%
12 | -3% | 1%[38.3 µM] | 4%

# Next section
no. | compound | GAA glycogen mod | HTT cytoprotect | GoLoco inh red | GAA spleen mod
13 | Cc1ccc(Nc2nc3ccccc3s2)c(C)c1 | -14% | x | 4% | -5%
14 | COc1ccc(CCNC(=O)c2cc(-c3ccncc3)nc3c(Cl)cccc23)cc1OC | -8% | -2%[10 µM] | -2% | -15%
15 | CC1CCC2(CC1)NC(=O)N(NC(=O)CCl)C2=O (configuration not stated) | 5% | 1%[10 µM] | 3% | 2%
16 | O=C(O)CCSc1nnc(COc2ccc([N+](=O)[O-])cc2)n1-c1ccccc1 | 19% | 11%[10 µM] | 22% | -1%
17 | O=C(NC1CCCCCC1)c1ccc(=O)n(Cc2ccccc2)n1 | 7% | -27% | -4% | 3%
18 | COc1ccc(NC(=S)N(CCO)Cc2ccccc2)cc1 | -1% | 12% | 20% | 9%
19 | O=C(CC(=O)c1ccccc1)c1ccccc1 | x | -88%[inhibitor] | 6% | -1%
20 | CCN(CC)CCCN=C(C)C1=C(O)c2ccccc2C1=O | 8% | 18%[10 µM] | 0% | -6%
21 | CCc1cc2c(=O)c(-c3nc4ccccc4[nH]3)coc2cc1OC(=O)N1CCOCC1 | 1% | -6% | 6% | -8%
22 | Cc1ccc(NC(=O)CN(C)C(=O)CCOc2ccccc2C)cc1 | -2% | -14%[10 µM] | 11% | -4%
23 | CCOC(=O)c1cnc2c(C#N)cnn2c1N | -3% | u | 2% | 4%
24 | CCc1ccc2nc(N3C(=O)C(O)=C(C(=O)c4ccco4)C3c3cccs3)sc2c1 (configuration not stated) | -5% | -6%[10 µM] | 32%[activator] | 0%

no. | GAA inhib | IMPase Li inh | HttQ103 aggreg
13 | -5% | 7% | -27%
14 | u | 18% | -5%
15 | 6% | 3% | -5%
16 | -5% | 3% | 4%[9.22 µM]
17 | -3% | 4% | -27%
18 | 8% | 8% | 13%
19 | x | 4% | x
20 | 2%[15.4 µM] | x | -1%[9.22 µM]
21 | -16% | 6%[38.3 µM] | -12%
22 | 0% | -2% | -10%
23 | -2% | -2% | u
24 | -9% | -29% | -3%

# Other compounds:
no. | compound | GAA glycogen mod | HTT cytoprotect | GoLoco inh red | GAA spleen mod
25 | O=C(O)CCCCCn1c(SCc2cc(=O)n3cc(Cl)ccc3n2)nc2ccsc2c1=O | -7% | x | 2% | 0%
26 | Cc1ccc([N+](=O)[O-])cc1N(CC(=O)NCC1CCCO1)S(C)(=O)=O (configuration not stated) | -1% | 10%[10 µM] | -9% | 3%
27 | c1ccc(-c2nc(NC3CC3)nc(-n3ccnc3)n2)cc1 | 5% | 13% | 4% | -1%
28 | CC(=O)Nc1ccc(C(=O)Cn2c3[n+](c4c(F)c(F)ccc42)CCCCC3)cc1 | -19% | -23% | 18% | -1%
29 | O=C(CCN1CCN(c2ccccc2)CC1)NNC(=S)Nc1ccccc1Cl | u | -9% | 10% | 5%
30 | CCc1c(C)nc2c(OC)cccc2c1SCCC(=O)O | 5% | 10%[1.9 µM] | -4% | -6%
31 | CC1=NCCN1S(=O)(=O)c1cc([N+](=O)[O-])ccc1Cl | -14% | -26% | 12% | -3%
32 | O=C(c1cc(-c2ccccc2Cl)on1)N1CCN(C(=O)c2ccco2)CC1 | 5% | -23% | 3% | 3%
33 | CCc1c(C)sc2nc3c(C(=O)N4CCOCC4)cc(C(=O)c4ccccc4O)cn3c(=O)c12 | 7% | -2% | 11% | 0%
34 | COC(=O)c1ccc(Nc2nnc(-c3ccc(C)c(S(=O)(=O)NCC4CCCO4)c3)c3ccccc23)cc1 (configuration not stated) | 11% | -1%[10 µM] | 11% | -13%
35 | CCCC(=O)N1CCN(c2ccc([N+](=O)[O-])cc2Cl)CC1 | 2% | 13%[0.074 µM] | 2% | -10%
36 | COc1cccc(C2c3c(oc4ccccc4c3=O)C(=O)N2CCCN(C)C)c1OC (configuration not stated) | 1% | -14% | 3% | -3%

no. | GAA inhib | IMPase Li inh | HttQ103 aggreg
25 | 2% | -1% | -9%
26 | -3% | -10% | -5%[9.22 µM]
27 | -4% | 11%[38.3 µM] | -12%
28 | -1% | -5% | 6%
29 | -12% | 8% | -4%
30 | -2% | u | 1%
31 | 7% | 2% | 6%
32 | 1% | -7%[38.3 µM] | 8%
33 | 6% | 12% | -12%
34 | -13% | 22% | 11%
35 | 4% | 10% | 22%
36 | -6% | 5%[38.3 µM] | -22%

# Other records follow:
no. | compound | GAA glycogen mod | HTT cytoprotect | GoLoco inh red | GAA spleen mod
37 | O=C(COc1ccccc1Cl)NCc1ccncc1 | 1% | 1% | 6% | -4%
38 | Cc1cccc(OCc2nnc(SCn3nnc4ccccc4c3=O)o2)c1 | -3% | 3%[10 µM] | -15% | -4%
39 | CC/C(=N/Nc1cccc(C)c1)c1cnnc(SC)n1 | -3% | x | 1% | -1%
40 | CCN(CC)c1cc2nc(C)n(Cc3ccccc3)c(=O)c2cc1NC(=O)C1CC1 | 1% | 23%[10 µM] | 1% | -12%
41 | O=C(Nc1ccc(N2CCN(C(=O)c3ccccc3)CC2)cc1)c1cc2ccccc2o1 | 4% | -1% | 4% | 4%
42 | COc1ccc(N(Cc2nnc3n2CCCCC3)C(=O)Nc2ccccc2)cc1 | 0% | -21% | 7% | -5%
43 | COc1cc(NS(=O)(=O)c2ccc(NC(=O)CN3C(=O)c4ccccc4C3=O)cc2)nc(OC)n1 | -2% | 3% | 15% | 2%
44 | O=C(c1ccccc1)N1CCCC(C(=O)N2CCN(c3ccccc3)CC2)C1 (configuration not stated) | -4% | 17%[10 µM] | 15% | -3%
45 | Cc1nnc(NC(=O)CSc2nc(C(C)C)nc3sc(C)c(C)c23)s1 | 5% | 3% | 4% | -2%
46 | C=CCNCc1cccn1-c1sc2c(c1C#N)CCCC2 | 2% | 12% | -4% | -6%

no. | GAA inhib | IMPase Li inh | HttQ103 aggreg
37 | 3% | -14%[38.3 µM] | 2%
38 | -9% | 19%[38.3 µM] | 7%
39 | -4% | 4% | -10%
40 | -4% | 9% | 12%
41 | -1% | 53%[activator][38.3 µM] | -11%
42 | -8% | -4% | -21%
43 | -3% | -8% | -3%
44 | x | x | 0%[9.22 µM]
45 | 3% | -2%[38.3 µM] | u
46 | -2% | 37%[activator][38.3 µM] | -20%

# Reformatted: entries from further up
nr | SMILES | GAA glycogen mod | HTT cytoprotect | GoLoco inh red | GAA spleen mod | GAA inhib | IMPase Li inh | HttQ103 aggreg
10 | c1ccc2sc(N3CCOCC3)nc2c1 | -8% | -5% | 4% | -2% | 0% | 3%[38.3 µM] | -3%
11 | CN(C)S(=O)(=O)c1cccc(NC(=S)N(CCC#N)Cc2cccnc2)c1 | -4% | -19% | 9% | 5% | 12% | 1% | -13%
12 | CCOC(=O)c1cc(=O)n2[nH]c(-c3ccc(C)cc3)cc2n1 | 1% | -15% | 4% | -5% | -3% | 1%[38.3 µM] | 4%
13 | Cc1ccc(Nc2nc3ccccc3s2)c(C)c1 | -14% | x | 4% | -5% | -5% | 7% | -27%
14 | COc1ccc(CCNC(=O)c2cc(-c3ccncc3)nc3c(Cl)cccc23)cc1OC | -8% | -2%[10 µM] | -2% | -15% | u | 18% | -5%
15 | CC1CCC2(CC1)NC(=O)N(NC(=O)CCl)C2=O (configuration not stated) | 5% | 1%[10 µM] | 3% | 2% | 6% | 3% | -5%
16 | O=C(O)CCSc1nnc(COc2ccc([N+](=O)[O-])cc2)n1-c1ccccc1 | 19% | 11%[10 µM] | 22% | -1% | -5% | 3% | 4%[9.22 µM]
17 | O=C(NC1CCCCCC1)c1ccc(=O)n(Cc2ccccc2)n1 | 7% | -27% | -4% | 3% | -3% | 4% | -27%
18 | COc1ccc(NC(=S)N(CCO)Cc2ccccc2)cc1 | -1% | 12% | 20% | 9% | 8% | 8% | 13%
19 | O=C(CC(=O)c1ccccc1)c1ccccc1 | x | -88%[inhibitor] | 6% | -1% | x | 4% | x
20 | CCN(CC)CCCN=C(C)C1=C(O)c2ccccc2C1=O | 8% | 18%[10 µM] | 0% | -6% | 2%[15.4 µM] | x | -1%[9.22 µM]

# Only part of the results is shown; count on the stated rates, not on these rows.
